mIDH1 inhibitor – qHTS for Inhibitors of mutant isocitrate dehydrogenase 1 (IDH1): qHTS. Potency, µM (series often up to 76.6 µM), for the others: at the top dose activity change, negative = inhibition, hits mostly inhibitors. IDH1-R132H enzyme, NADPH consumption, diaphorase/resazurin fluorescence. Isocitrate dehydrogenase [NADP] cytoplasmic (Homo sapiens), O75874. hit rate 0.093% among 390,000. AID 602179, 2012; note: potency is the fitted concentration of half-maximal effect; % is set by controls: 0 for no effect and ±100 for the full control effect; nearly all actives have a fitted effect of over 65% in size
Target sequence (O75874 whole entry R132H, stated change not applied): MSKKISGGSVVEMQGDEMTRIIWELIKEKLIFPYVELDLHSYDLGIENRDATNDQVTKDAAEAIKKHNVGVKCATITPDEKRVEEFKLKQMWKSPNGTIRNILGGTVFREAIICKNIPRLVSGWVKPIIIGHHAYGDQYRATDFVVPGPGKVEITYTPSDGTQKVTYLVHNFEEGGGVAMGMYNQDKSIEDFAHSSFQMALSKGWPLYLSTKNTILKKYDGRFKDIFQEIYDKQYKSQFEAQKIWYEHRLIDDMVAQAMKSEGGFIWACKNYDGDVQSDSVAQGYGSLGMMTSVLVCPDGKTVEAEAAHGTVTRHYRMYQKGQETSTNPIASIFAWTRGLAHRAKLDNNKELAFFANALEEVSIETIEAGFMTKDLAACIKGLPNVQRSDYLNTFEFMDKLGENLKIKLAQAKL
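IDH1-R132H (0.5 ug/mL) preincubated 30 min with compound, then NADPH (0.016 mM) and alpha-KG (2 mM) added; 80 min at RT, pH 7.5. Remaining NADPH coupled via diaphorase/resazurin to fluorescence (540/590 nm); concentration-response curves normalized to no-enzyme control.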
TrxR1 inh – qHTS Assay for Inhibitors of Mammalian Selenoprotein Thioredoxin Reductase 1 (TrxR1): qHTS; Thioredoxin reductase 1, cytoplasmic (Rattus norvegicus), O89049; recombinant rTrxR1, NADPH fluorescence consumption, selenite substrate; Potency, µM (series often up to 114 µM), for the others: top-dose activity change, negative = inhibition, usual class: inhibitors; hit rate 1% among 390,000; note: potency is the fitted concentration of half-maximal effect; % is set by controls: 0 for no effect and ±100 for the full control effect; nearly all actives have a fitted effect of over 65% in size
Target sequence (O89049 whole entry, looked up): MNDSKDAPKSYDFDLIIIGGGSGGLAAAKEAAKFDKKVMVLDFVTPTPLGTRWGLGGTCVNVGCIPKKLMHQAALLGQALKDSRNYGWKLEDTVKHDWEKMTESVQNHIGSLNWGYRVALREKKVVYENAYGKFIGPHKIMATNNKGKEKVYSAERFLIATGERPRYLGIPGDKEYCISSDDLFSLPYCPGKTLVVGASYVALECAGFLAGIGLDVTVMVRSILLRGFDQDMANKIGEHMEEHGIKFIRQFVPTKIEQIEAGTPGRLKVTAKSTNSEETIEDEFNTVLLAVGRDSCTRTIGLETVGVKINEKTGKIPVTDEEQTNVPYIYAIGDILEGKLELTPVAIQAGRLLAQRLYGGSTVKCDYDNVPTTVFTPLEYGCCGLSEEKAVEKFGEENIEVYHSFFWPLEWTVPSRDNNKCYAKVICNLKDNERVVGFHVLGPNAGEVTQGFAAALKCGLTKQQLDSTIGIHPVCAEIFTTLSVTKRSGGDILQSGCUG
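Rat TrxR1 (90 nM in the dispensed reagent) was pre-reduced with 400 uM NADPH for 5 min at room temperature, then incubated with compound for 15 min. After 400 uM selenite was added, NADPH fluorescence (Ex 340/Em 450 nm) was followed for 8 min.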
Vif-APOBEC3G blk – qHTS for Inhibitors of Vif-A3G Interactions: qHTS; DNA dC->dU-editing enzyme APOBEC-3G (Homo sapiens), Q9HC16; HeLa A3G-eYFP + Vif (tagged APOBEC3G with the HIV-1 protein that degrades it), YFP fluorescence, overnight; Potency, µM (highest dose often 46.1 µM), inactives show top-dose activity, negative = active, hits mostly inhibitors; hit rate 0.076% among 410,000; AID 602310, 2012;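 note: potency is the fitted concentration of half-maximal effect; % is set by controls: 0 for no effect and ±100 for the full control effect; nearly all actives have a fitted effect of over 60% in size; hits raise eYFP signal because A3G escapes Vif-driven loss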
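HeLa cells stably expressing Vif and C-terminally eYFP-tagged A3G, seeded overnight at 37 deg C, then exposed to compound by pintool overnight at 37 deg C. Rise in yellow fluorescence (Ex 488/Em 500-530, Acumen) marks blocked Vif-driven A3G degradation.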
Vif-A3F inh – qHTS for Inhibitors of Vif-A3F Interactions: qHTS; hit rate 0.2% among 390,000; HeLa A3F-eYFP + Vif (tagged APOBEC3F with the HIV-1 protein that degrades it), YFP fluorescence increase; Potency, µM (titrated, usually from 46.1 µM), for the others: at the top dose activity, negative = active; note: potency is the fitted concentration of half-maximal effect; % of control where 0% means no effect; nearly all actives have a fitted effect of over 65% in size
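HeLa cells stably expressing A3F-eYFP plus Vif, plated and incubated overnight at 37 deg C, then exposed to compounds overnight at 37 deg C. Blocked degradation read as raised yellow fluorescence (Ex 488/Em 500-530).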
RGS4 inh – Inhibitors of Regulator of G Protein Signaling (RGS) 4: qHTS | hit rate 0.039% among 390,000 | Transcreener GDP fluorescence polarization, RGS4-accelerated GTP hydrolysis | Potency, µM (series often up to 114 µM), inactives show top-dose activity change, negative = inhibition, usual class: inhibitors | AID 504845, 2011; note: potency is the fitted concentration of half-maximal effect; % is set by controls: 0 for no effect and ±100 for the full control effect; nearly all actives have a fitted effect of over 75% in size; some results filed as inactive show a strong effect at the top dose
Target sequence (P49798 whole entry, looked up): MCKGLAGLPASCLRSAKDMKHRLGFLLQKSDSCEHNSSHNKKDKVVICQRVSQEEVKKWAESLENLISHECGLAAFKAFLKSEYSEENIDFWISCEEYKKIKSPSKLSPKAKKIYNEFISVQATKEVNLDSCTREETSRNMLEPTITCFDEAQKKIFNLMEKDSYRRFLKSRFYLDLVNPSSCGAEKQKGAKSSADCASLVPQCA
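MLSMR compounds (23 nl, pin-transferred) preincubated 10 min at room temperature with a 500nM (2x) first reagent, then RGS4 at 900nM (2x) plus Transcreener GDP mix added; fluorescence polarization (620/688 nm) read before and after 90 min at 30 °C.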
TrxR1 substrate – qHTS Assay for Substrates of Mammalian Selenoprotein Thioredoxin Reductase 1 (TrxR1): qHTS. Thioredoxin reductase 1, cytoplasmic (Rattus norvegicus), O89049. purified TrxR1 substrate turnover, NADPH consumption readout. Potency, µM (top dose mostly 114 µM), for the others: at the highest dose activity change, negative = substrate turnover. hit rate 0.01% among 390,000. AID 588456, 2011; note: potency is the fitted concentration of half-maximal effect; % is set by controls: 0 for no effect and ±100 for the full control effect; nearly all actives have a fitted effect of over 50% in size
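Rat TrxR1, dispensed at 90 nM, was prereduced with 400 uM NADPH (final) for 5 min at ~22 deg C, then incubated with compound 15 min before 400 uM selenite. A first-read NADPH fluorescence drop versus no-compound background flagged substrates.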
LDHA block – qHTS assay for inhibitors of human lactate dehydrogenase | purified LDHA, NADH/diaphorase-resazurin fluorescence; stronger effect = lower value | activity change, % (values are at about 110 or 230 µM) | hit rate 0.15% among 480,000 | AID 1347041, 2019; in the data active = activity change below about -30%; inconclusive = mostly about -25% to -30%;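 note: plate controls were DMSO wells for no effect and wells without enzyme for full effect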
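Enzyme activity of human lactate dehydrogenase 5 (2 nM; 0.06 mM NADH, 0.2 mM pyruvate, 5 min, RT) is measured via a resazurin/diaphorase fluorescence readout of residual NADH.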
Glioma ERSR ind – qHTS for Inducers of the Endoplasmic Reticulum Stress Response (ERSR) in Human Glioma: qHTS; hit rate 0.02% among 420,000; U87-MG GRP78 promoter luciferase reporter, 16 h; Potency, µM, for the others: at the top dose activation, most hits filed as activators; note: potency is the fitted concentration of half-maximal effect; series mostly up to about 76 µM; % of control where 0% means no effect; nearly all actives have a fitted effect of over 35% in size
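Stably transfected U87-MG human glioma cells carrying a GRP78-based luminescent sensor were seeded at 1000 cells/well, pin-dosed with compounds and incubated 16 h. Luciferase reagent was then added, and end-point luminescence was read after 10 min at room temperature.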
USP1-UAF1 inh – Inhibitors of USP1/UAF1: Primary Screen; Ubiquitin carboxyl-terminal hydrolase 1 (Homo sapiens), O94782; hit rate 0.23% among 390,000; recombinant USP1/UAF1, Ub-Rhodamine cleavage fluorescence; Potency, µM (highest dose often 57.1 µM), for inactives: at the top dose activity change, negative = inhibition, actives largely listed as inhibitors; note: potency is the fitted concentration of half-maximal effect; % is set by controls: 0 for no effect and ±100 for the full control effect; nearly all actives have a fitted effect of over 60% in size; inactives centre near -12
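1 nM enzyme complex + cpd, 15 min RT; start with Ub-Rho 150nM final; kinetic fluorescence ex 480/em 540, 6 reads q60 s. Buffer 50mM HEPES pH 7.8, 0.5mM EDTA, 0.1 mg/ml BSA, 1mM TCEP, 0.01% Tween-20.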
The depositor's hits bear a star; [ ] = dose if it differs, or a comment. Unless noted, calls come from the whole dose curve; as a rule, active = well fitted curve in the direction sought with a large enough effect; inconclusive = small, poorly fitted or top-dose-only effect, or another doubt; inactive = no such curve, though single readings can be large; an effect the other way counts as inactive or inconclusive. These rows are one share of the data (hit frequency here may not be typical).

Preview (two entries):
What do the screens show for `COc1cccc(-c2cn3c(n2)sc2cc(C(=O)NC4CCCCC4)ccc23)c1`?
mIDH1 inhibitor: -11%; TrxR1 inh: 9%; Vif-APOBEC3G blk: -2%; Vif-A3F inh: inconclusive; RGS4 inh: 12%; TrxR1 substrate: 0%; LDHA block: -15; Glioma ERSR ind: 4%; USP1-UAF1 inh: 16%

Results for O=C(COC(=O)CNC(=O)c1cccc([N+](=O)[O-])c1)Nc1ccccc1OC(F)F ?
mIDH1 inhibitor: -5%; TrxR1 inh: 28%; Vif-APOBEC3G blk: 4%; Vif-A3F inh: -8%; RGS4 inh: -8%; TrxR1 substrate: 2%; LDHA block: 0; Glioma ERSR ind: -2%; USP1-UAF1 inh: -24%

The listing, previewed entries included:
What do the screens show for `COc1cccc(-c2cn3c(n2)sc2cc(C(=O)NC4CCCCC4)ccc23)c1`?
mIDH1 inhibitor: -11%; TrxR1 inh: 9%; Vif-APOBEC3G blk: -2%; Vif-A3F inh: inconclusive; RGS4 inh: 12%; TrxR1 substrate: 0%; LDHA block: -15; Glioma ERSR ind: 4%; USP1-UAF1 inh: 16%

Results for O=C(COC(=O)CNC(=O)c1cccc([N+](=O)[O-])c1)Nc1ccccc1OC(F)F ?
mIDH1 inhibitor: -5%; TrxR1 inh: 28%; Vif-APOBEC3G blk: 4%; Vif-A3F inh: -8%; RGS4 inh: -8%; TrxR1 substrate: 2%; LDHA block: 0; Glioma ERSR ind: -2%; USP1-UAF1 inh: -24%

How did CCN1CCN(c2ccc(S(=O)(=O)N3CCCCC3)cc2NC(=O)c2ccc([N+](=O)[O-])o2)CC1 do in these assays?
mIDH1 inhibitor: 0%; TrxR1 inh: -8%; Vif-APOBEC3G blk: -2%; Vif-A3F inh: 0%; RGS4 inh: -27%; TrxR1 substrate: -1%; LDHA block: -1; Glioma ERSR ind: 0%; USP1-UAF1 inh: -25%

How did CCn1c(C(=O)NCc2ccc(F)cc2)cc2oc3ccccc3c21 do in these assays?
mIDH1 inhibitor: 16%; TrxR1 inh: 99%[activator]; Vif-APOBEC3G blk: 5%; Vif-A3F inh: 2%; RGS4 inh: -3%; TrxR1 substrate: 58%[activator]; LDHA block: -5; Glioma ERSR ind: -1%; USP1-UAF1 inh: -22%

What do the screens show for `O=C(Nc1ccc(Cl)c(Cl)c1)C1C2C=CC3(O2)C1C(=O)N(CCN1CCCCC1)C3C(=O)NC1CCCCC1` (stereo unspecified)?
mIDH1 inhibitor: 11%; TrxR1 inh: 21%; Vif-APOBEC3G blk: 2%; Vif-A3F inh: 6%; RGS4 inh: -2%; TrxR1 substrate: 7%; LDHA block: -6; Glioma ERSR ind: -3%; USP1-UAF1 inh: inconclusive

What do the screens show for `Cc1ccc(C(=O)Nc2ccccc2C(=O)NCC2CCCO2)cc1` (stereo unspecified)?
mIDH1 inhibitor: 16%; TrxR1 inh: 36%[activator]; Vif-APOBEC3G blk: 4%; Vif-A3F inh: -1%; RGS4 inh: 8%; TrxR1 substrate: 2%; LDHA block: -5; Glioma ERSR ind: 1%; USP1-UAF1 inh: -8%

How did CC(C)(CO)Nc1nc(N2CCCC2)nc(N2CCCC2)n1 do in these assays?
mIDH1 inhibitor: 7%; TrxR1 inh: -9%; Vif-APOBEC3G blk: 2%; Vif-A3F inh: 5%; RGS4 inh: -57%[56.9 µM]; TrxR1 substrate: 0%; LDHA block: -2; Glioma ERSR ind: -4%; USP1-UAF1 inh: -10%

How did COCCCn1c(SCC(=O)Nc2ccc(NC(C)=O)cc2)nc2sc3c(c2c1=O)CCC3 do in these assays?
mIDH1 inhibitor: -5%; TrxR1 inh: -3%; Vif-APOBEC3G blk: 0%; Vif-A3F inh: -7%; RGS4 inh: 22%; TrxR1 substrate: -8%; LDHA block: -10; Glioma ERSR ind: 1%; USP1-UAF1 inh: -19%

What do the screens show for `O=C(O)c1cn[nH]c1-c1cccc([N+](=O)[O-])c1`?
mIDH1 inhibitor: 4%; TrxR1 inh: 18%[57.1 µM]; Vif-APOBEC3G blk: 0%; Vif-A3F inh: -4%; RGS4 inh: 8%; TrxR1 substrate: 10%[57.1 µM]; LDHA block: -2; Glioma ERSR ind: -8%; USP1-UAF1 inh: -23%

Results for S=C(NCCCN1CCOCC1)Nc1ccc(Cl)cc1 ?
mIDH1 inhibitor: -1%; TrxR1 inh: -17%; Vif-APOBEC3G blk: 0%; Vif-A3F inh: -5%; RGS4 inh: 9%; TrxR1 substrate: -3%; LDHA block: -2; Glioma ERSR ind: -4%; USP1-UAF1 inh: -18%

What do the screens show for `O=C(c1cccs1)N1CCN(C(=O)c2ccco2)c2ccccc2C1`?
mIDH1 inhibitor: 4%; TrxR1 inh: 17%[57.1 µM]; Vif-APOBEC3G blk: -1%; Vif-A3F inh: -4%; RGS4 inh: -8%; TrxR1 substrate: 14%[57.1 µM]; LDHA block: -7; Glioma ERSR ind: -2%; USP1-UAF1 inh: -23%

Results for Cc1ccc(C(=O)COC(=O)CCS(=O)(=O)c2ccccc2)cc1[N+](=O)[O-] ?
mIDH1 inhibitor: -21%; TrxR1 inh: 12%; Vif-APOBEC3G blk: 5%; Vif-A3F inh: 0%; RGS4 inh: -5%; TrxR1 substrate: -1%; LDHA block: -18; Glioma ERSR ind: -5%; USP1-UAF1 inh: -22%

Results for COc1ccc(C(=O)N=c2nc(-c3ccccc3)n(-c3ccccc3)s2)cc1 ?
TrxR1 inh: 10%; Vif-APOBEC3G blk: 2%; RGS4 inh: 25%; TrxR1 substrate: 8%[0.0914 µM]; LDHA block: -1; Glioma ERSR ind: -4%

Results for COc1ccc(N2CCN(Cc3nc4c(c(=O)[nH]c(=O)n4C)n3Cc3ccccc3C)CC2)cc1 ?
mIDH1 inhibitor: 2%; TrxR1 inh: 5%; Vif-APOBEC3G blk: 1%; Vif-A3F inh: -1%; RGS4 inh: 14%; TrxR1 substrate: 3%; LDHA block: 1; Glioma ERSR ind: -1%; USP1-UAF1 inh: -8%

What do the screens show for `COc1cc(/C=N\NC(=O)C2C(=O)NCC2c2ccccc2)cc(OC)c1O` (stereo unspecified)?
mIDH1 inhibitor: 1%; TrxR1 inh: -11%; Vif-APOBEC3G blk: 0%; Vif-A3F inh: 5%; RGS4 inh: -12%; TrxR1 substrate: 6%; LDHA block: 37; Glioma ERSR ind: -5%; USP1-UAF1 inh: -11%

How did COc1ccc2c(c1OC)C(=O)OC2CC(=O)O (stereo unspecified) do in these assays?
mIDH1 inhibitor: -2%; TrxR1 inh: 12%[57.1 µM]; Vif-APOBEC3G blk: 0%; Vif-A3F inh: -3%; RGS4 inh: 13%; TrxR1 substrate: 30%[57.1 µM]; LDHA block: -10; Glioma ERSR ind: -7%; USP1-UAF1 inh: 3%

How did COC(=O)c1ccccc1OCCN1CCCCCC1 do in these assays?
mIDH1 inhibitor: -1%; TrxR1 inh: 14%[57.1 µM]; Vif-APOBEC3G blk: 0%; Vif-A3F inh: 0%; RGS4 inh: 16%; TrxR1 substrate: 8%[57.1 µM]; LDHA block: inconclusive; Glioma ERSR ind: -1%; USP1-UAF1 inh: -1%

How did COc1ccc2[nH]c(=O)c(CN(C(=O)c3cccnc3)c3ccc(C)c(C)c3)cc2c1 do in these assays?
mIDH1 inhibitor: -7%; TrxR1 inh: -2%; Vif-APOBEC3G blk: 0%; Vif-A3F inh: 2%; RGS4 inh: -9%; TrxR1 substrate: 15%; LDHA block: -7; Glioma ERSR ind: -3%; USP1-UAF1 inh: -20%

Results for COc1cccc(-c2nc(CS(=O)(=O)CC(=O)NC3CCCc4ccccc43)c(C)o2)c1 (stereo unspecified) ?
mIDH1 inhibitor: -3%; TrxR1 inh: 10µM*; Vif-APOBEC3G blk: -10%; Vif-A3F inh: -3%; RGS4 inh: -17%; TrxR1 substrate: 5%[57.1 µM]; LDHA block: -1; Glioma ERSR ind: -1%; USP1-UAF1 inh: 4%

What do the screens show for `CC(C)c1ccc(N=Cc2c(O)c3ccccc3oc2=O)cc1`?
mIDH1 inhibitor: -2%; TrxR1 inh: 10%; Vif-APOBEC3G blk: 0%; Vif-A3F inh: 0%; RGS4 inh: 9%; TrxR1 substrate: 3%; LDHA block: 1; Glioma ERSR ind: 2%; USP1-UAF1 inh: -16%

How did Cc1cc(C)cc(NC(=O)CSc2nc3c(cnn3-c3ccc(F)cc3)c(=O)[nH]2)c1 do in these assays?
mIDH1 inhibitor: -27%; TrxR1 inh: 43%[activator]; Vif-APOBEC3G blk: 1%; Vif-A3F inh: 2%; RGS4 inh: 1%; TrxR1 substrate: 6%; LDHA block: -7; Glioma ERSR ind: -2%; USP1-UAF1 inh: inconclusive
